Screening results (PubChem BioAssay)
Exocytosis inh: LAMP-1 surface exposure blockers, TALL-104 cells – cell-based, flow cytometry, MLPCN library, primary screen | TALL-104 LAMP-1 surface exposure; cells stimulated with thapsigargin and PMA | inhibition, % at 10 µM | 0.66% of 360,000 active | AID 651702, 2012;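 active = inhibition above about 55%, limit read from the data; inconclusive = no clear call, values can overlap the other calls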
Vif inh: HIV Vif self-association inhibitors, primary screen, imaging, HEK293T, single point; 0.35% of 340,000 active; inhibition, % at 7.49 µM; HEK293T cells, Vif self-association by quenched fluorescence, 24 h; in the data active = inhibition above about 50%, passing the limit was not always enough; inconclusive = no clear call, values can overlap the other calls; inactive = below about 31%; note: some results filed as inactive read as strong as hits
NR2E3 ag-1: NR2E3 agonists in two-hybrid cells, primary screen, cell-based, luminescence, CHO-S, Gal4-NCOR/VP16-NR2E3; Photoreceptor-specific nuclear receptor (Homo sapiens), Q9Y5X4; luciferase; inhibition of corepressor binding, % at 3.98 µM; 0.35% of 360,000 active; AID 602229, 2012;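 active = inhibition above the mean of all tested compounds plus 3 SD, cut at about 70% in these data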;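 note: 0% = DMSO with NR2E3 transfected cells and 100% = cells lacking NR2E3 construct; higher means lower luciferase signal from less NR2E3 corepressor binding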
Target sequence (Q9Y5X4 whole entry, looked up, the tested form may be a part): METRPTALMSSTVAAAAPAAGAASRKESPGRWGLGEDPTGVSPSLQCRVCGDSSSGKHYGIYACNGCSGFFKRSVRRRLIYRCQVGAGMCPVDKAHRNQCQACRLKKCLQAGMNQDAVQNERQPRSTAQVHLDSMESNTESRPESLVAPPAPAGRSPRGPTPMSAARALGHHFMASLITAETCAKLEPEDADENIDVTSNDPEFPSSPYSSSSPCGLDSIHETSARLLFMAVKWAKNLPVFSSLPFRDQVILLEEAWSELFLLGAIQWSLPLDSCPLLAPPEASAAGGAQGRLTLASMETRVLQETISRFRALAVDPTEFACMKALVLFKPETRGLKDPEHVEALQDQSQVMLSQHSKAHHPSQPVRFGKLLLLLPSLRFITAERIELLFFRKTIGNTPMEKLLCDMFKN
NR2E3 ag-2: inhibitors of NR2E3-RetCOR corepressor binding, primary screen, NR2E3 agonist project, biochemical, TR-FRET, GST-NR2E3, biotin-RetCOR | inhibition of corepressor binding, % at 4.78 µM | 1536-well | 0.12% of 320,000 active | AID 2300, 2010;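 active = percent inhibition above the cutoff of mean plus 3 SD of all tested compounds, set per screening campaign, cut at about 20% in these data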;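 note: 0% = DMSO wells and 100% = biotin wells as full block of FRET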
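Format: 1536-well format; test system: GST-NR2E3 and biotin-RetCOR proteins; read-out basis: percent inhibition of TR-FRET ratio; timing: 5 h incubation at 4 °C; detection: time-resolved FRET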
HIF-2a inh: HIF-2a reporter inhibitors, primary screen, luminescence, 786-0 RCC cells; 786-0 RCC cells HIF-2a reporter, luciferase luminescence, overnight; inhibition, % at 18.8 µM; 0.72% of 360,000 active;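 active = inhibition of the luminescence signal of 40% or more relative to plate controls, in a single-dose primary screen at 18.75 µM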
aDG glyco act: activators of alpha-DG glycosylation, primary screen, uHTS, Pro5-aDG cells, AlphaScreen; alpha-DG glycosylation AlphaScreen (IIH6); 0% Pro5, 100% B10-LARGE cell signal; activation, % at 10 µM; 0.22% of 360,000 active; AID 624168, 2012;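 active = activation of at least 8% versus controls, or a plate z-score of at least 8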;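 note: Pro5 are CHO cells carrying HIG-tagged alpha-DG that lacks glycosylation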
Peg3 prom inh: Peg3 promoter-driven luciferase inhibitors, primary screen, cell-based, HeLa, luciferase luminescence; inhibition, % at 20 µM; 1.7% of 360,000 active; HeLa PEG-Prom luciferase reporter, overnight;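 active = inhibition of at least 50% at 20 µM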
hiPSC survival: enhancers of single-cell hiPSC survival, primary screen, ATPlite luminescence; 0.044% of 360,000 active; 100% = ROCK inhibitor wells, 0% = DMSO; AID 602274, 2012; survival enhancement, % at 20 µM; in the data active = survival enhancement above about 18%;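 note: cells exposed to compounds for 16 hours before the ATP read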
CaV13 FRET inh: Primary screen for inhibitors of IQ motif and Ca2+-dependent inactivation inhibitor domain binding in CACNA1D, Förster resonance energy transfer in living cells, …. 0.098% of 340,000 active. HEK cells, CFP/YFP FRET ICDI-IQ, plate reader, 10 min; percent FRET-ratio fall versus neutral wells. inhibition, % at 12.3 µM. AID 743397;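 active = mean replicate inhibition of at least 30% and at least 1% of replicates passing that level; inconclusive = only one of the two criteria is met; inactive = neither criterion is met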;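 note: 0% = median of the neutral control wells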
MITF TRPM1 inh: inhibitors of MITF-dependent TRPM1 promoter reporter, primary screen, cell-based, SK-MEL-5, single point, luciferase. SK-MEL-5 TRPM1 promoter luciferase, 24 h. inhibition, % at 12.5 µM. 0.83% of 330,000 active;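 active = mean inhibition across replicates of 60% or more, whatever share of single replicates reaches that level; inconclusive = some that reach 60%, reason not given; inactive = mean inhibition across replicates below 60%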; note: values of inactives mirror those of a sister screen read the other way
PDI inh: inhibitors of human PDI, primary screen, biochemical, turbidity, single point, plate reader | Protein disulfide-isomerase (Homo sapiens), P07237 | PDI insulin aggregation turbidity, A650, 90 min | inhibition, % at 10 µM | 0.052% of 350,000 active;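 active = mean inhibition across replicates of 30% or more, whatever share of single replicates reach that level; inconclusive = mean inhibition below 30% while every single replicate reaches 30%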;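 note: absorbance from insulin aggregation driven by PDI reduction with DTT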
Target sequence (P07237 whole entry, looked up): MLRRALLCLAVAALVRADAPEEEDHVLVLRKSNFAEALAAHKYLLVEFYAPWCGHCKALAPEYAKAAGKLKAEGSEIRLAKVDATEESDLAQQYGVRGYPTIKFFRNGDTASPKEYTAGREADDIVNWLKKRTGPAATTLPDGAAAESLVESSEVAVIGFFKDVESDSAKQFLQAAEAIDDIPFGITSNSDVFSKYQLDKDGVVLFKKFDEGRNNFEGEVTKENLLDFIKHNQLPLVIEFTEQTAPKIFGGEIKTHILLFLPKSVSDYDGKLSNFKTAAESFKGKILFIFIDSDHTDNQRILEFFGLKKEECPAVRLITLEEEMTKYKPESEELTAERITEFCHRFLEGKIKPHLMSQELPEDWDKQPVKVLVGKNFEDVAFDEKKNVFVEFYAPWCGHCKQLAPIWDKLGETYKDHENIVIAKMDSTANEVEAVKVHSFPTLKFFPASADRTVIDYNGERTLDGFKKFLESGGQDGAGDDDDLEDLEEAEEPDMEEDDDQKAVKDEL
The depositor's hits bear a star; ? = inconclusive; . = not tested or not shown; & = joins results of further samples; ! = not active in a repeat.

structure | Exocytosis inh | Vif inh | NR2E3 ag-1 | NR2E3 ag-2 | HIF-2a inh | aDG glyco act | Peg3 prom inh | hiPSC survival | CaV13 FRET inh | MITF TRPM1 inh | PDI inh
C=CCn1c(SCC(=O)Nc2cccc(C)c2)nnc1-c1cnccn1 | 0 | -2 | -17 | 3 | 5 | 0.0 | 9 | 0.8 | -4 | -1 | -4
COc1ccccc1CNC(=O)/C=C/c1ccc(S(=O)(=O)N2CCOCC2)cc1 | -1 | 1 | 0 | 5 | 19 | -0.3 | 16 | -0.7 | 1 | -2 | 2
Cc1ccc(C(=O)NC(C)C2CC3CCC2C3)cc1 (configuration not stated) | -3 | -10 | 8 | 0 | -83 | 0.2 | -39 | -0.3 | -4 | . | -4
COC(=O)c1ccc(C(C(=O)NC2CCCCC2)N(CCc2ccccc2)C(=O)Cc2cccs2)cc1 (configuration not stated) | 1 | -4 | -15 | -2 | 10 | 0.1 | 28 | 0.8 | -19 | 0 | -3
S=c1[nH]nc(NCCCN2CCOCC2)s1 | -6 | 30 | 5 | -1 | 11 | -0.1 | 4 | 0.1 | -6 | 4 | -4
CCN1CCN(Cc2ccc(NC(=O)c3ccc(C)c(NC(=O)c4c[nH]c5cc(C(F)(F)F)ccc5c4=O)c3)cc2C(F)(F)F)CC1 | 24&7 | -3&-5 | 22&-28 | -2 | 67*! | 0.0&-0.6 | 103* | -2.0&-6.0 | ? | 103* | -1&8
CC1CCCCN1C(=O)CCS(=O)(=O)Cc1ccccc1 (configuration not stated) | 8 | 29 | -25 | 1 | 8 | 0.0 | 4 | -0.2 | -4 | 6 | 1
CN(C)/C=C/c1onc(-c2c(Cl)cccc2Cl)c1C#N | 0 | -4 | 14 | 5 | 2 | -0.1 | 13 | -0.8 | -5 | 4 | -11
C/C(=N\NC(N)=S)C1(C)CCCCC1 | 0 | 22 | -4 | -1 | 13 | 4.8 | 10 | -1.4 | -5 | 11 | 12
CCOc1cc(C(=O)O)ccc1OCCOc1ccccc1 | -14 | -6 | -26 | 4 | 16 | -0.1 | 9 | -0.1 | -3 | -4 | -9
COc1ccc(NS(=O)(=O)c2ccc(S(=O)(=O)N3CCCC3)cc2)cc1Cl | -2 | 1 | 26 | -1 | 18 | 0.4 | 5 | 1.5 | -9 | 3 | 13
CCCS(=O)(=O)N1CCC(C(=O)N2CCc3ccccc3C2)CC1 | 2 | -2 | -6 | 0 | 10 | 1.0 | -2 | 9.7 | -7 | 9 | 2
CC(=O)N1CCc2cc(S(=O)(=O)NCCC(=O)N3CCN(c4ccccn4)CC3)ccc21 | -1 | 6 | 9 | -2 | 13 | -0.2 | -17 | -3.2 | -6 | -1 | 14
CS(=O)(=O)Nc1ccc(C2=NN(S(C)(=O)=O)C(c3ccc4nccnc4c3)C2)cc1 (configuration not stated) | 7 | 4 | -3 | 1 | -8 | 0.1 | 4 | -0.5 | 2 | -4 | 3
CC1=C(C(=O)N2CCCCCC2)CC(CC(=O)NC2CCCCC2)C(=O)N1Cc1ccc(F)cc1 (configuration not stated) | -12 | . | 8 | . | -1 | -0.2 | . | 0.8 | -8 | . | .
CCOC(=O)N1CCC(NC(=O)C2CCN(C(=O)c3cc4oc(C)cc4n3Cc3c(F)cccc3Cl)CC2)CC1 | -7 | -16 | 11 | 1 | 21 | 0.3 | 16 | 0.6 | -5 | 1 | 9
CCOC(=O)COc1ccc2c(c1)C(=O)CC1(CCN(C(C)=O)CC1)O2 | 0 | -1 | -6 | -2 | 3 | 0.3 | 5 | 1.7 | -7 | 3 | 12
COc1ccc(/C=N/n2c(C)nnc2C)c(OC)c1 | 0 | -7 | -14 | 1 | 7 | -0.2 | -2 | 1.5 | . | 11 | 4
CC(C)c1csc(CN2CCC(N3CCC(C(=O)NCC4CCCO4)CC3)CC2)n1 (configuration not stated) | -2 | 5 | 9 | 1 | 14 | 0.1 | 7 | -0.1 | 1 | -2 | 1
O=C(Cc1ccccc1Cl)N1CCN(c2ncccn2)CC1 | 0 | 1 | 17 | 5 | 8 | 0.0 | 5 | -2.4 | -7 | 2 | -4
Cc1oc(-c2cccc(Cl)c2)nc1CN1CCC(C(=O)NCCCN2CCCC2=O)CC1 | 1 | 1 | -23 | 0 | 1 | 0.1 | 2 | -2.7 | -2 | 2 | .
COc1ccc2c(c1)c1ncn(Cc3ccc(F)cc3)c(=O)c1n2C | 0 | -1 | -13 | 0 | 22 | 0.1 | 13 | 0.2 | 0 | . | 5
COC(C(=O)Nc1ccnn1C1CCN(Cc2cnn(C(C)C)c2)CC1)c1ccccc1 (configuration not stated) | 0 | 2 | -23 | 2 | 1 | 0.1 | -2 | 0.4 | -6 | 0 | 2
COC(=O)c1ccccc1NC(=O)CCC(=O)N1CC(C)Oc2ccc(C)cc21 (configuration not stated) | -6 | -13 | -12 | 0 | 6 | -0.2 | 15 | 0.2 | -7 | -6 | .
Clc1cccc(/C=N/Nc2nnc(Cl)c3ccccc23)c1 | -4 | 2 | -5 | 1 | -109 | -0.3 | -49 | 3.0 | -7 | -29 | -4
Cn1c(O)c(C2=c3ccccc3=NC2=O)[nH]c1=S | 4 | 2 | -13 | -3 | 6 | 0.2 | 13 | -0.4 | -4 | 11 | 0
CCOc1ccc(N2CC(C(=O)Nc3ccc(S(=O)(=O)N4CCCC4)cc3)CC2=O)cc1 (configuration not stated) | -5 | 4 | 8 | 5 | 10 | 0.0 | -6 | -0.4 | -3 | 3 | -5
N/C(COc1cccc(C(F)(F)F)c1)=N\NC(=O)c1cccnc1Oc1ccccc1 | -2 | -10 | 9 | 3 | 9 | -0.1 | -10 | -3.2 | -5 | -6 | 8
O=C(NC(=S)NNC(=O)c1ccco1)c1ccc(F)cc1 | -3 | -6 | 1 | 1 | -50 | -0.1 | -1 | -0.4 | -3 | 4 | 1
Cc1ccc(CNS(=O)(=O)c2c(C)[nH]c(C)c2C(=O)N2CCCCC2)cc1 | -4 | -7 | -18 | 0 | 20 | -0.2 | 10 | -0.3 | -8 | -2 | -7

Part of the list above, set out differently.
> COc1ccc2c(c1)c1ncn(Cc3ccc(F)cc3)c(=O)c1n2C
  Exocytosis inh: 0
  Vif inh: -1
  NR2E3 ag-1: -13
  NR2E3 ag-2: 0
  HIF-2a inh: 22
  aDG glyco act: 0.1
  Peg3 prom inh: 13
  hiPSC survival: 0.2
  CaV13 FRET inh: 0
  MITF TRPM1 inh: .
  PDI inh: 5

> COC(C(=O)Nc1ccnn1C1CCN(Cc2cnn(C(C)C)c2)CC1)c1ccccc1 (configuration not stated)
  Exocytosis inh: 0
  Vif inh: 2
  NR2E3 ag-1: -23
  NR2E3 ag-2: 2
  HIF-2a inh: 1
  aDG glyco act: 0.1
  Peg3 prom inh: -2
  hiPSC survival: 0.4
  CaV13 FRET inh: -6
  MITF TRPM1 inh: 0
  PDI inh: 2

(further entries)
structure | Exocytosis inh | Vif inh | NR2E3 ag-1 | NR2E3 ag-2 | HIF-2a inh | aDG glyco act | Peg3 prom inh | hiPSC survival | CaV13 FRET inh | MITF TRPM1 inh | PDI inh
CCNC(=O)C1CCCN(C(=O)c2cc(F)ccc2C)CC1 (configuration not stated) | 3 | 6 | -9 | . | 4 | -0.1 | 3 | 0.0 | -5 | . | -3
CC(C1CC1)N(Cc1ccccc1)C(=O)NC(=O)c1cccc(F)c1 (configuration not stated) | -4 | -1 | 12 | 1 | 17 | -0.1 | 8 | -0.6 | 3 | 10 | -1
O=C(Nc1cccc(F)c1)C1CCN(c2nnnn2-c2ccccc2)CC1 | -2 | -3 | -7 | 1 | 3 | -0.4 | 21 | 0.7 | . | -1 | -6
COc1ccc(NC(=O)c2cc(-c3cc(Cl)ccc3OC)n[nH]2)c(OC)c1 | -3 | -8 | -11 | . | 1 | 0.3 | 49 | -1.0 | -5 | . | -18
CCOC(=O)CSc1nc(C)c(CC)c(C)c1C(N)=O | -2 | 21 | -18 | -1 | -3 | -0.1 | 3 | -1.7 | -5 | 16 | -1
C/C(Sc1nnc(Cc2ccccc2)o1)=C(\O)c1ccccc1 | -4 | 0 | -10 | . | 9 | -0.2 | 7 | 6.3 | -8 | 8 | -3
Cc1cc(C)n2cc(CSc3nc4ccccc4[nH]3)nc2n1 | -10 | 5 | -25 | 0 | -61 | -0.3 | -34 | -0.1 | -9 | -14 | -3
COc1ccc(C2CC(c3ccc(Br)cc3)=NN2C(=S)Nc2ccccc2)cc1 (configuration not stated) | 4 | . | -30 | 0 | -134 | -0.3 | -122 | -0.1 | -4 | -37 | 4
O=C(CNC(=O)c1cccs1)OCC(=O)c1ccc2ccccc2c1 | -2 | 0 | 16 | -1 | 0 | -0.1 | 6 | 1.6 | -5 | 6 | 6
Cc1onc(-c2ccccc2Cl)c1C(=O)NCCN1Cc2ccccc2C1=O | -2 | 8 | 23 | -2 | 4 | 0.1 | 7 | 1.2 | -9 | 15 | -9
Cc1ccc(C(=O)NCCCC(=O)O)o1 | -3 | 6 | -16 | 5 | 12 | -0.1 | 18 | -2.6 | . | 8 | 3
COc1ccc(CNC(=O)O[C@@H]2C[C@H]3C(=O)N(c4ccccc4)C(=O)[C@H]3[C@@]3(CN(S(=O)(=O)c4ccc(C)cc4)C[C@H]3C)[C@@H]2O)cc1OC | -2 | 6 | 14 | . | 0 | 0.0 | 17 | 0.8 | -5 | . | 3
COc1cc(NC(=O)c2ccc3c(c2)OCO3)ccc1NC(=O)c1ccco1 | 2 | -6 | -3 | 2 | -77 | 0.0 | -62 | 2.8 | -2 | -21 | -1
O=C(CSc1n[nH]c(-c2cccnc2)n1)OC1CCCCC1 | -1 | 0 | 2 | 2 | 12 | 0.0 | 3 | 0.0 | -3 | 0 | -2
Cc1cc2oc(=O)cc(Cn3ccnc3)c2cc1O | -16 | -12 | 17 | . | -5 | -0.2 | -4 | -0.2 | . | -4 | -18
O=C(OCCCOC(=O)c1ccc(O)cc1)c1ccc(O)cc1 | 1 | -5 | 1 | . | 13 | -0.3 | 24 | 0.0 | -7 | 6 | 17
Cc1ccc(NC(=O)CN2C(=O)c3ccccc3C2=O)cc1 | -12 | -1 | -10 | 5 | 21 | -0.1 | 1 | -0.1 | -14 | -3 | 10
COc1cc(NC(=O)c2ccco2)c(OC)cc1NC(=O)Nc1ccc(Cl)cc1 | 0 | -8 | -11 | 6 | 7 | 0.4 | 20 | -2.1 | . | 1 | 1
CCOc1ccc(C(=S)N2CCCC2)c(OCC)c1 | 0 | 2 | -4 | 8 | 14 | 0.0 | 5 | 1.1 | -3 | 3 | -8
COc1ccc(S(=O)(=O)N2CCCCCC2)cc1C(=O)Nc1ccc(C)cn1 | 2 | 2 | -12 | 5 | -6 | -0.2 | 7 | 0.4 | -6 | -5 | -33
